# NCI-60 one-dose screen, 48 h, at 10 µM unless noted. Numbers give growth in % (100 = growth as untreated, 0 = no growth, -100 = all killed).
# A498: A498 renal cancer cells; AID 1794774; 5.4% of 76,000 active
# OVCAR-8: OVCAR-8 ovarian cancer | 4.4% of 81,000 active
# TK-10: TK-10 renal cancer cells; 3.9% of 81,000 active
# CAKI-1: CAKI-1 renal cancer | 4.7% of 75,000 active
# ACHN: ACHN renal cancer. 4.9% of 81,000 active
# OVCAR-5: OVCAR-5 ovarian cancer; 2.9% of 82,000 active
# OVCAR-3: OVCAR-3 ovarian cancer; 7% of 79,000 active; AID 1794787
# RXF 393: RXF 393 renal cancer cells; 6.9% of 77,000 active; AID 1794773
# Starred values were filed as active, the others as inactive; · = not tested or not shown. Rule for the calls: active = growth percent below 10; inactive = the rest. Only part of the results is shown. The share of hits here may be higher or lower than overall.
1) Cn1cccc1C(=O)C1C(c2cccc(F)c2)C2CSCN2C12C(=O)Nc1ccc(Cl)cc12 (stereo not drawn)
2) CCN1CN2C(=S)NC3C2N(C1)C(=S)N3C (stereo not drawn)
3) COc1ccc(OC)c(C#N)c1
4) O=[N+]([O-])c1ccc(Oc2cccc(Cl)c2)cc1
5) Cc1cc(N[C@@H]2CCC[C@H](Nc3ccnc4cc(Cl)ccc34)C2)nc(N2CCCCCC2)n1
6) [C-]#[N+]c1c(-c2ccc(OC)c(OC)c2)cc(-c2ccc(Cl)c(Cl)c2)nc1N
7) N#CC(C#N)=C(N)c1n[nH]n2c1nc(=O)c1c3c(sc12)CCCC3
8) Cc1onc(C(=O)NNC(=O)Nc2ccc(Cl)cc2)c1C(=O)N1CCN(C(c2ccccc2)c2ccccc2)CC1
Screen / compound no.,1,2,3,4,5,6,7,8
A498,103,99,90,94,-88*,76,109,99
OVCAR-8,99,105,105,103,-43*,88,107,102
TK-10,112,93,90,97,-68*,109,104,124
CAKI-1,72,89,92,91,·,90,93,88
ACHN,91,104,99,99,-86*,98,104,88
OVCAR-5,94,103,93,107,-16*,95,106,104
OVCAR-3,110,108,112,·,-59*,102,107,103
RXF 393,105,107,111,105,-81*,·,118,105

9) O=C(Nc1ccccc1)Oc1cccc2cccnc12
10) O=C(Oc1ccccc1Cl)c1ccc(Cl)cc1Cl
11) CCN1C(=O)/C(=c2\sc3n(c2=O)NC2C(N=3)N(CC)C(=O)N2CC)c2ccccc21 (stereo not drawn)
12) O=C(O)CCc1nc2c(=O)[nH]c(SCC(=O)Nc3cccc(Cl)c3)nc2[nH]c1=O
13) COc1ccc2c(c1)C(=O)/C(=C/c1cccc(OCC(=O)Nc3nc4c(s3)CCCC4)c1)O2
14) COc1ccccc1CNCc1ccccc1
15) Clc1cccc(-c2cc(Cn3cnc4ccccc43)on2)c1
16) FC(F)(F)c1ccccc1-c1cn2c(ccc3ccccc32)n1
Screen / compound no.,9,10,11,12,13,14,15,16
A498,119,94,-18*,97,92,94,79,82
OVCAR-8,74,101,47,101,10,102,78,94
TK-10,104,103,83,110,-70*,97,107,125
CAKI-1,94,100,42,92,-84*,91,59,59
ACHN,85,103,49,102,-73*,107,77,82
OVCAR-5,93,109,54,105,-14*,106,94,103
OVCAR-3,-19*,107,-13*,113,-69*,102,67,88
RXF 393,116,102,·,108,-44*,102,104,84

17) O/N=C\c1c(-c2ccccc2)[nH]c2ccccc12
18) O=C(CSc1nnc(-c2cccs2)n1-c1ccccc1)Nc1ccccc1F
19) CC(=O)NCc1ccccc1
20) CCOC(=O)c1cc(-c2ccc(OC)cc2)[nH]c1NNC(=O)CCOC
21) CC(=O)CCN1CCOCC1
22) C/C(=N/NC(N)=S)c1sc(Nc2cccc(C)c2)nc1C
23) O=C(O)c1ccc(-n2cc(/C=N/Nc3ccccc3)c(-c3cc4ccc(O)cc4oc3=O)n2)cc1
24) O=C(CSc1nnc(Cc2ccccc2Nc2c(Cl)cccc2Cl)o1)N1N=C(c2ccc3ccccc3c2)CC1c1ccc(Cl)cc1 (stereo not drawn)
Screen / compound no.,17,18,19,20,21,22,23,24
A498,84,80,103,78,95,101,105,100
OVCAR-8,101,95,100,106,105,97,82,103
TK-10,104,110,107,64,102,100,94,99
CAKI-1,83,56,106,89,95,85,48,93
ACHN,100,92,100,107,114,90,62,103
OVCAR-5,91,100,96,100,116,98,81,87
OVCAR-3,103,87,107,83,118,103,93,108
RXF 393,103,91,113,104,109,113,113,98

# Just CAKI-1, OVCAR-3 and ACHN, for 2 of the compounds above:
nr | SMILES | CAKI-1 | OVCAR-3 | ACHN
17 | O/N=C\c1c(-c2ccccc2)[nH]c2ccccc12 | 83 | 103 | 100
18 | O=C(CSc1nnc(-c2cccs2)n1-c1ccccc1)Nc1ccccc1F | 56 | 87 | 92

# (next part)
25) COc1ccc2[nH]c(O)c(N=NC(=O)COc3ccc(NC(=O)Nc4ccc(Cl)c(Cl)c4)cc3)c2c1
26) O=C(NNc1ccccc1)C(O)C(O)C(O)C(O)CO (stereo not drawn)
27) Nc1c(C(=O)Nc2ccncc2)sc2nc3c(cc12)CCCCC3
28) NC(=O)c1c2c(c3cccnn13)C(=O)c1ccccc1C2=O
29) Cc1ccc(NC=O)cc1NC=O
30) CSc1cccc(NC(=O)N2CCN(C)CC2)c1
31) O=C1CSC(c2c(Cl)cccc2Cl)N1c1nc(Cl)cc(=O)[nH]1 (stereo not drawn)
32) Cc1ccc(S(=O)(=O)N/N=C/c2cn(-c3ccccc3)nc2-c2ccc(S(C)(=O)=O)cc2)cc1
Screen / compound no.,25,26,27,28,29,30,31,32
A498,-1.9*,96,74,90,131,125,121,107
OVCAR-8,-69*,100,65,97,98,113,107,99
TK-10,15,96,86,106,163,136,161,100
CAKI-1,61,95,82,94,103,102,117,101
ACHN,57,98,89,93,110,104,111,99
OVCAR-5,-22*,104,83,108,99,97,94,94
OVCAR-3,-44*,97,89,97,·,116,107,101
RXF 393,-87*,87,84,105,105,184,113,·

# An excerpt from above in order of formula weight, falling.
24) O=C(CSc1nnc(Cc2ccccc2Nc2c(Cl)cccc2Cl)o1)N1N=C(c2ccc3ccccc3c2)CC1c1ccc(Cl)cc1 (stereo not drawn)
1) Cn1cccc1C(=O)C1C(c2cccc(F)c2)C2CSCN2C12C(=O)Nc1ccc(Cl)cc12 (stereo not drawn)
5) Cc1cc(N[C@@H]2CCC[C@H](Nc3ccnc4cc(Cl)ccc34)C2)nc(N2CCCCCC2)n1
12) O=C(O)CCc1nc2c(=O)[nH]c(SCC(=O)Nc3cccc(Cl)c3)nc2[nH]c1=O
11) CCN1C(=O)/C(=c2\sc3n(c2=O)NC2C(N=3)N(CC)C(=O)N2CC)c2ccccc21 (stereo not drawn)
6) [C-]#[N+]c1c(-c2ccc(OC)c(OC)c2)cc(-c2ccc(Cl)c(Cl)c2)nc1N
31) O=C1CSC(c2c(Cl)cccc2Cl)N1c1nc(Cl)cc(=O)[nH]1 (stereo not drawn)
20) CCOC(=O)c1cc(-c2ccc(OC)cc2)[nH]c1NNC(=O)CCOC
7) N#CC(C#N)=C(N)c1n[nH]n2c1nc(=O)c1c3c(sc12)CCCC3
16) FC(F)(F)c1ccccc1-c1cn2c(ccc3ccccc32)n1
Screen / compound no.,24,1,5,12,11,6,31,20,7,16
A498,100,103,-88*,97,-18*,76,121,78,109,82
OVCAR-8,103,99,-43*,101,47,88,107,106,107,94
TK-10,99,112,-68*,110,83,109,161,64,104,125
CAKI-1,93,72,·,92,42,90,117,89,93,59
ACHN,103,91,-86*,102,49,98,111,107,104,82
OVCAR-5,87,94,-16*,105,54,95,94,100,106,103
OVCAR-3,108,110,-59*,113,-13*,102,107,83,107,88
RXF 393,98,105,-81*,108,·,·,113,104,118,84

15) Clc1cccc(-c2cc(Cn3cnc4ccccc43)on2)c1
28) NC(=O)c1c2c(c3cccnn13)C(=O)c1ccccc1C2=O
26) O=C(NNc1ccccc1)C(O)C(O)C(O)C(O)CO (stereo not drawn)
30) CSc1cccc(NC(=O)N2CCN(C)CC2)c1
9) O=C(Nc1ccccc1)Oc1cccc2cccnc12
17) O/N=C\c1c(-c2ccccc2)[nH]c2ccccc12
19) CC(=O)NCc1ccccc1
Screen / compound no.,15,28,26,30,9,17,19
A498,79,90,96,125,119,84,103
OVCAR-8,78,97,100,113,74,101,100
TK-10,107,106,96,136,104,104,107
CAKI-1,59,94,95,102,94,83,106
ACHN,77,93,98,104,85,100,100
OVCAR-5,94,108,104,97,93,91,96
OVCAR-3,67,97,97,116,-19*,103,107
RXF 393,104,105,87,184,116,103,113

# Later entries:
33) Cc1ccc2nc(C)c(-c3nnc(SCc4ccc(Br)cc4)o3)n2c1
34) CNS(=O)(=O)c1ccc(Nc2ccc(C(F)(F)F)cc2)c(-c2cn(C)cn2)c1
35) CN(C)c1ccc2c(c1)Cc1cc(N=C3C=CC(=O)O3)ccc1-2
36) Cc1ccc([C@H]2C(C(=O)c3ccc(Cl)cc3)C3(N[C@@H]2c2ccccc2)C(=O)Nc2ccccc23)cc1 (stereo partly drawn)
37) Nc1ccc(N=Nc2ccc(O)cc2)c(N)n1
38) C[C@]12CC[C@@H]3c4cc(OC(F)F)c(OS(N)(=O)=O)cc4CC[C@H]3[C@@H]1CC[C@@H]2O
39) O=C(/C=C/c1ccccc1)c1ccccc1
40) COc1ccc2oc(=O)cc(-c3nc(-c4ccccc4)c(-c4ccccc4)n3S(=O)(=O)c3ccc(C)cc3)c2c1
Screen / compound no.,33,34,35,36,37,38,39,40
A498,62,51,109,75,·,-8.4*,94,123
OVCAR-8,84,53,100,66,75,35,103,99
TK-10,108,47,124,41,94,94,114,114
CAKI-1,67,61,93,32,39,41,99,90
ACHN,78,49,93,22,26,45,107,88
OVCAR-5,105,68,100,52,104,49,98,92
OVCAR-3,96,55,100,37,73,-50*,99,102
RXF 393,·,52,110,19,92,-5.4*,114,102

41) O=C(c1cc(-c2ccccc2)nc2ccccc12)N1N=C(c2ccc(Cl)cc2)CC1c1cc(-c2ccccc2)nn1-c1ccccc1 (stereo not drawn)
42) COc1ccc(OC)c(/C=C2/C=C(c3ccc(Cc4ccccc4)cc3)N(CCc3ccc(S(N)(=O)=O)cc3)C2=O)c1
43) C/C=C/C(/C=C/C)(C(=O)OCCN(CC)CC)C(/C=C/C)(/C=C/C)C(=O)OCCN(CC)CC
44) NCCOCCO
45) O=C(/C(Cl)=N/O)c1ccc(-c2ccccc2)cc1
46) CC(C)(C)N1Oc2cnccc2C1c1ccccc1 (stereo not drawn)
47) Brc1ccc(/C=N/Nc2ncnc3sc4c(c23)CCN(Cc2ccccc2)C4)cc1
48) COc1ccc(Nc2ncccc2NC(=O)c2cn(Cc3cccc(OC)c3)nn2)cc1
Screen / compound no.,41,42,43,44,45,46,47,48
A498,95,100,118,126,123,100,117,94
OVCAR-8,94,89,99,99,98,101,3.8*,99
TK-10,114,102,94,101,106,115,125,104
CAKI-1,85,94,90,95,91,98,70,97
ACHN,101,91,104,92,87,101,57,105
OVCAR-5,115,124,107,89,109,101,100,102
OVCAR-3,93,99,110,106,72,111,33,103
RXF 393,109,88,97,118,95,119,67,105

49) CC(=O)CC(=O)OC1CCCCC1C (stereo not drawn)
50) COc1ccc(-c2cn3ccnc3c(-c3ccc(OC)cc3)n2)cc1
51) CCOC(=O)CC1=C(O)c2ccccc2C(=O)C1=O
52) Cc1ccccc1N1CCN(CC(O)CSc2ccccc2)CC1 (stereo not drawn)
53) COc1ccccc1Nc1nc2c(s1)C1=CC[C@H]3[C@@H]4CC[C@H]([C@H](C)CCCC(C)C)[C@@]4(C)CC[C@@H]3[C@@]1(C)CC2
54) NCCNc1nc(-c2ccccc2)nc2nc(-c3ccccc3)oc12
55) O=[N+]([O-])c1ccccc1NCc1c(O)ccc2ccccc12
56) CC(=O)c1ccc(NC(=O)CSc2nc3ccccc3c(=O)n2CCc2ccc(S(N)(=O)=O)cc2)cc1
Screen / compound no.,49,50,51,52,53,54,55,56
A498,94,71,89,82,132,90,93,103
OVCAR-8,98,95,103,105,103,98,97,101
TK-10,103,96,107,101,117,119,157,95
CAKI-1,92,88,101,95,91,74,·,98
ACHN,100,91,93,106,104,79,98,105
OVCAR-5,99,88,94,97,106,105,97,102
OVCAR-3,112,94,106,106,103,88,97,104
RXF 393,113,105,104,91,117,86,151,110

57) CCCCC(CC)COC(=O)/C=C/c1cccc2c1C(=O)NC(C)(c1cc3cc(OC)ccc3oc1=O)N2 (stereo not drawn)
58) COc1ccc(/C=N/NC(=O)c2nn(-c3ccc(S(N)(=O)=O)cc3)c3nc(C)cc(=O)n23)cc1
59) CCCCNC(=O)c1[nH]cc(-c2ccc(OC)cc2)c1-c1cc(OC)cc(OC)c1
60) COc1ccc(Nc2nc(/N=C/c3ccc(Cl)cc3)n[nH]2)cc1
61) O=C(C(=O)N1CCCCC1)c1ccc(OC2OC(CO)C(O)C(O)C2O)cc1 (stereo not drawn)
62) O=C(O)c1ccc(F)cc1F
63) COC(=O)c1nc(N)nc(C(=O)OC)c1C(=O)c1ccc(Cl)cc1
64) CCCCN(CCCC)Cc1c(C)[nH]c2cc(OC)ccc2c1=O
Screen / compound no.,57,58,59,60,61,62,63,64
A498,80,94,76,119,126,95,115,96
OVCAR-8,59,96,83,106,96,111,102,92
TK-10,67,94,122,94,107,104,103,104
CAKI-1,50,91,70,95,94,95,93,99
ACHN,68,98,59,107,107,103,110,110
OVCAR-5,79,107,109,109,113,99,103,119
OVCAR-3,84,100,70,131,107,116,108,97
RXF 393,56,103,76,117,104,95,98,108

65) O=S(=O)(OCCCCCCOS(=O)(=O)c1ccc(F)cc1)c1ccc(F)cc1
66) N#CC1=C(/N=C/c2ccccc2)Oc2c(ccc3ccccc23)C1c1ccccc1Cl (stereo not drawn)
67) CN(C)c1ccc(-c2cc(-c3c[nH]c4ccccc34)nc(N)c2C#N)cc1
68) Cn1c(=O)[nH]c2ccccc2c1=O
69) C[C@@H]1C(=O)CC[C@H]2[C@@]1(C)CC[C@H]1C(=O)O[C@H](c3ccoc3)C[C@]21C
70) O=c1[nH]c(-c2csc(-c3cccs3)n2)cc2ccccc12
71) Nc1ccc(C(=O)/C=C/c2ccccc2)cc1
72) Clc1nc2ccc(Br)cc2cc1Cn1nnnc1Cc1ccccc1
Screen / compound no.,65,66,67,68,69,70,71,72
A498,97,80,-0.7*,129,62,92,101,·
OVCAR-8,88,91,26,103,92,103,102,91
TK-10,92,115,73,94,74,131,85,122
CAKI-1,85,56,24,85,102,100,98,77
ACHN,81,84,47,105,107,112,105,77
OVCAR-5,97,112,49,123,118,115,113,92
OVCAR-3,89,92,·,112,110,105,75,97
RXF 393,108,97,2.4*,102,120,101,104,92
